From PubChem BioAssay
Cneo AK release: Cryptococcus neoformans lysis via adenylate kinase release; lysis activity, % at 15 µM; C. neoformans lysis, adenylate kinase release luminescence, 4 h; normalised: neutral wells 0, clomiphene wells 100; AID 651654; hit rate 0.2% among 360,000;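 active = mean lysis activity across replicates of at least 80%, whatever share of replicates individually reach that level; inactive = mean lysis activity below 80%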
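Signal: Adenylate kinase release luminescence | Assay system: Log-phase Cryptococcus neoformans yeast cells | Input: Cells at 5 × 10^6 per mL | Buffer or medium: Fresh YPD growth medium | Compound: Single dose | Schedule: Static 4 h at 37 °C with compound, 1 h detection | Controls: Clomiphene | Read-out: Luminescence rise reflecting yeast cell lysis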
RAD54 branch: RAD54 (human) branch migration inhibition | RAD54 Holliday junction branch migration, FAM/BHQ fluorescence | inhibition, % at 10.4 µM | hit rate 0.14% among 360,000 | Q92698;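 active = mean normalized replicate activity at least 40 and at least half of replicates scoring 40 or more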;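 note: 0% = median of neutral control wells and 100% = median of positive control wells; inhibitors cause a drop in the FAM fluorescence signal; in these data hits start at about 50%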
PglD inh: inhibitors of Campylobacter jejuni PglD acetyltransferase; hit rate 0.098% among 360,000; inhibition, % at 12.5 µM; purified PglD enzyme, DTNB colorimetric CoA detection; in the data active = inhibition above about 16%, passing the limit was not always enough; note: strong numbers were not always called active
ERAP1 inh: inhibitors of human ERAP1 aminopeptidase | Q9NZ08 | recombinant ERAP1, Leu-AMC fluorescence, 60 min | inhibition, % at 10.7 µM | hit rate 0.15% among 340,000 | AID 652197;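 active = mean replicate inhibition of at least 30%, or all replicates individually reaching that 30% level; inactive = mean below 30% and not every replicate reaching it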;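 note: 0% = neutral control wells and 100% = L-leucinethiol positive control wells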
Target sequence (Q9NZ08 whole entry, looked up): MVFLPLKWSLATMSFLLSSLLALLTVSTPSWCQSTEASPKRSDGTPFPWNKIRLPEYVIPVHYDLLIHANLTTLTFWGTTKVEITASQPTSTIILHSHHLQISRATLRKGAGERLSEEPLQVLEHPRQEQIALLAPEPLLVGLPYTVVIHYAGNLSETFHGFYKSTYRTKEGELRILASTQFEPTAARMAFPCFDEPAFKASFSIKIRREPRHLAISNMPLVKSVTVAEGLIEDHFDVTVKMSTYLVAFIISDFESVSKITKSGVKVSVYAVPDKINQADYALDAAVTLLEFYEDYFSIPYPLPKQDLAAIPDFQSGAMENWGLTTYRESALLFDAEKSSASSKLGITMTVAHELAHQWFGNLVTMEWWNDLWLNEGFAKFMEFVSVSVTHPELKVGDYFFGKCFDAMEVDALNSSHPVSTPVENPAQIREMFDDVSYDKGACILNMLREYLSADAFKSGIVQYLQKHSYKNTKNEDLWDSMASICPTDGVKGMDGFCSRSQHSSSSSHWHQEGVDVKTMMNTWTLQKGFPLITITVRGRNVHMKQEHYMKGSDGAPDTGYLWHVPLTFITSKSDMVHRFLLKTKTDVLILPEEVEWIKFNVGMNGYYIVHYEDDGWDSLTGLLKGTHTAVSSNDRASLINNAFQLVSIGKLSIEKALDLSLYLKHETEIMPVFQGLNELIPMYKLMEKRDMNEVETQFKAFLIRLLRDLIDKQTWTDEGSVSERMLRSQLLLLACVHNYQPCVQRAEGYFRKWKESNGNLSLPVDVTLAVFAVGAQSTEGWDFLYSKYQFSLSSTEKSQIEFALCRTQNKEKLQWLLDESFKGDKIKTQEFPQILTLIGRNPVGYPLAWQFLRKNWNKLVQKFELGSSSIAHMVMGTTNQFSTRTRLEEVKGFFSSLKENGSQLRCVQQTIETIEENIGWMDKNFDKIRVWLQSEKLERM
E-sel inducer: E-selectin induction on HUVECs; HUVEC E-selectin immunofluorescence imaging; normalized: neutral wells 0, TNF-alpha wells 100; P16581; hit rate 0.37% among 260,000; activation, % at 7.58 µM;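 active = mean E-selectin-positive cell signal at least 10% of the positive control, reached in at least 60% of replicates, without over 20% cell loss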;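 note: in these data hits start at about 27%; measured in HUVEC primary endothelial cells; signal is the percent of cells scored E-selectin positive by PE staining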
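System: HUVEC / Compound: single concentration / Signal: immunofluorescence imaging / Read-out: percent E-selectin-positive cells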
PGC1a acetyl inh: modulators of PGC1a acetylation; U2OS PGC1a acetylation, AlphaScreen anti-acetyl-lysine; with virally co-expressed GCN5 acetyltransferase; inhibition, % at 15.6 µM; hit rate 0.17% among 350,000; AID 651687;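 active = every replicate shows inhibition of at least 40%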;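 note: 0% = neutral control wells and 100% = positive control wells; some results beyond the cut were filed as inactive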
RAD52 inh: inhibitors of human RAD52 DNA annealing; P43351; recombinant RAD52 DNA annealing, FRET fluorescence; inhibition, % at 18.7 µM; hit rate 0.46% among 360,000; AID 651710;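 active = every replicate showing at least 50% inhibition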
miR122 inh: miR-122 inhibition in Huh7 cells. Huh7 miR-122 Renilla luciferase sensor, 48 h; neutral wells = 0, positive control = 100. activation (reporter increase), % at 12.5 µM. hit rate 0.3% among 340,000;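 active = mean replicate activation score at least 90 and every replicate individually at or above 90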;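 note: higher luciferase means less miR-122 activity so hits act as miR-122 inhibitors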
Starred values were filed as active, the others as inactive; nt = no result given; & = joins results of further samples; [ ] = another dose, or the depositor's remark. No enrichment for hits; any-hit rate near 1.4%.

Results follow in this order: Cneo AK release	RAD54 branch	PglD inh	ERAP1 inh	E-sel inducer	PGC1a acetyl inh	RAD52 inh	miR122 inh
1: O=C(NC1CCCCC1)N[C@@H]1CC[C@H](CCNS(=O)(=O)c2ccccc2)O[C@@H]1CO
  -2	0	-3	2	0.5	2	-7	nt
2: COc1cc(CNc2ccccc2SC)ccc1O
  0	4	-6	nt	nt	-4	nt	-1
3: Cc1ccc(S(=O)(=O)Nc2ccc3c(c2)C(=O)N([C@@H](C)CO)C[C@H](C)[C@H](CN(C)C(=O)CCCN(C)C)OCCCC[C@H](C)O3)cc1
  2	16	0	-1	nt	-7	30	-5[16.7 µM]
4: N#Cc1cccc(NC(=O)Cn2cnc(S(=O)(=O)N3CCc4ccccc43)c2)c1
  2	5	-7	nt	nt	-3	nt	0
5: N#C[C@H]1[C@H](c2ccc(-c3cccnc3)cc2)[C@H](CO)N1C(=O)Nc1ccc(F)cc1
  -4	-4	-2	3	-0.3	-5	-31	nt
6: CN(CC(=O)Nc1cccc(F)c1)CC(=O)N(C)c1c(N)n(Cc2ccccc2)c(=O)[nH]c1=O
  1	2	0	-3	nt	nt	-9	nt
7: O=c1c2c3c(sc2nc(N2CCNCC2)n1CCc1ccccc1)CCCCC3
  2	0	3	8	1.5	6	-8	3
8: O=C(C[C@@H]1CC[C@@H](NC(=O)Nc2cc(F)ccc2F)[C@@H](CO)O1)NCc1ccc2c(c1)OCO2
  1	0	4	-1	-0.1	0	4	-3[16.7 µM]
9: Cc1ccc(S(=O)(=O)NNC(=O)Nc2ccc(C)c(C)c2)c(C)c1
  1	-12	-6	2	-1.6	nt	-7	nt
10: O=C(c1c(F)cccc1F)N1CCC(O)(c2cccnc2)CC1
  -4	-6	1	nt	nt	-25	nt	5
11: COCC#Cc1ccc([C@@H]2[C@H]3CN(C(=O)C4CCOCC4)CC(=O)N3[C@H]2CO)cc1
  nt	nt	nt	0	0.0	4	-14	nt
12: CN(C(=O)COC(=O)c1c[nH]c(=O)[nH]c1=O)C1CCCCC1
  -1	-12	3	nt	nt	0	nt	-9
13: C[C@H]1CN([C@@H](C)CO)S(=O)(=O)c2ccc(-c3cccnc3)cc2O[C@H]1CN(C)C(=O)NC1CCCCC1
  11	-1	-2	1	0.0	-9	-1	4[16.7 µM]
14: O=C(CCN1C(=O)C2CC=CCC2C1=O)Nc1ccccc1Cl (stereo not given)
  0	1	-6	0	-0.1	-4	-16	-4
15: COc1cccc(C(=O)Nc2ccc3c(c2)n(C)c(=O)n3C)c1
  -1	0	4	-3	-0.1	nt	-7	nt
16: O=C(C[C@@H]1C=C[C@@H](NC(=O)Cc2ccccn2)[C@H](CO)O1)NCCCN1CCOCC1
  -1	-13	2	2	0.1	3	-5	nt
17: Cc1cc(=O)oc2c(CN3CCCC3)c(O)ccc12
  -4	-10	0	41*	0.2	3	-12	-6
18: O=c1[nH]c(=O)n(Cc2ccccc2)c2nc(-c3ccc(C(F)(F)F)cc3)n(CCO)c12
  -2	3	2	6	nt	nt	4	nt
19: O=c1oc2ccccc2c2c1ncn2CCN1CCOCC1
  1	8	2	nt	0.6	12	nt	4
20: Cc1cccc(CN2C(=O)/C(=C\c3ccc(C(=O)NCCCN4CCN(C)CC4)cc3)Oc3ccccc32)c1
  4	9	2	4	6.3	nt	30	-2
21: COc1ccc(/C=N/NC(=S)NC2CCS(=O)(=O)C2)cc1 (stereo not given)
  -2	6	2	nt	0.0	4	nt	-6
22: N/C(=N\OC(=O)CCCCCN1C(=O)c2ccccc2C1=O)c1ccccc1
  0	3	8	nt	nt	-9	nt	-6
23: CC(C)(NC(=O)NC(CO)c1ccccc1)c1cccc(C(C)(C)NC(=O)NC(CO)c2ccccc2)c1 (stereo not given)
  0	-2	0	1	nt	-2	-8	-7
24: C[C@@H]1CN([C@H](C)CO)C(=O)CCCn2nncc2CO[C@H]1CN(C)S(=O)(=O)c1ccc(F)cc1
  1&0	-2&7	-1&1	1&-2	0.0	0&3	1&14	13
25: Cc1sc2ncnc(NCC(c3ccco3)N(C)C)c2c1C (stereo not given)
  -1	19	-6	nt	nt	2	nt	2
26: CCOCC(=O)Nc1cc([N+](=O)[O-])ccc1OC
  0	-8	-1	-2	nt	-2	-9	-6
27: CO[C@@H](CN(C)S(=O)(=O)c1ccc(C)cc1)[C@H](C)CN(C(=O)Nc1ccccc1F)[C@@H](C)CO
  -2	-6	0	-1	0.4	2	-8	nt
28: O=C(Nc1cccc(S(=O)(=O)N2CCCCC2)c1)C1CCN(C(=O)c2ccc(Cl)cc2)CC1
  -3	1	0	-1	nt	-15	-10	-2
29: Cc1ccc(S(=O)(=O)Nc2ccc3c(c2)C(=O)N([C@H](C)CO)C[C@H](C)[C@H](CN(C)Cc2ccccc2)O3)cc1
  -2	-1	1	2	-0.2	0	3	15[16.7 µM]
30: NC(=O)c1cc([N+](=O)[O-])c(Cl)cc1NCc1ccccn1
  8	-6	-9	3	-0.2	nt	-9	nt
31: Cn1nc(C(=O)OCC(=O)Nc2sccc2C(N)=O)c2ccccc2c1=O
  nt	nt	nt	0	3.2	12	-7	nt
32: CCOc1ccc(NC(=O)CN(C)C(=O)c2cccc(S(=O)(=O)N3CCN(C)CC3)c2)cc1OCC
  0	7	-1	2	0.3	-15	-19	6
33: CCC(Sc1nncn1C)C(=O)Nc1nnc(-c2ccccc2Cl)s1 (stereo not given)
  3	-2	3	-1	0.1	3	-1	8
34: COc1ccc(C2N(c3ccccc3)C(=O)C2(F)F)cc1OC (stereo not given)
  -2	-2	1	3	0.6	-3	-9	-7
35: C=CCOc1c(OC)cc(Cl)cc1C1NC(=O)NC(C)=C1C(C)=O (stereo not given)
  0	-2	6	nt	nt	7	nt	-1
36: CS(=O)(=O)N(CC(=O)Nc1cccc(Cl)c1)c1ccccc1Cl
  1	-6	-5	nt	nt	nt	nt	4
37: Cc1ccc(CN(CC(=O)NCc2ccc3c(c2)OCO3)C(=O)c2csnn2)cc1
  19	9	3	2	0.0	13	-13	4
38: O=C(Nc1ccccc1)c1cc(C2COCCN2C(=O)CCCc2ccccc2)on1 (stereo not given)
  4	5	3	2	0.0	-3	-34	-2
39: COc1cc(NC(=O)C(C)C)ccc1NC(=O)c1ccco1
  -2	5	3	1	nt	nt	-10	-2
40: COc1ccccc1N1C(=O)CC(Sc2nc(C)cc(C)n2)C1=O (stereo not given)
  -3	1	-1	-2	nt	10	7	1
41: O=C(NCC[C@@H]1CC[C@H](NC(=O)C2CC2)[C@@H](CO)O1)c1ccc(F)cc1
  -1	-15	30	-1	-0.3	7	3	nt
42: O=C(CSc1ccc(-c2ccc(Br)cc2)nn1)NC1CCCC1
  -1	-5	4	1	nt	-3	-10	-5
43: CCN1CCN(Cc2ccc(NC(=O)Nc3ccccc3Cl)cc2)CC1
  -6	9	-2	nt	nt	-10	-15	-2
44: c1ccc(N=Nc2ccc3cccccc2-3)cc1
  -4	-3	-3	0	-3.9	1	-15	nt
45: C[C@@H]1CN([C@@H](C)CO)C(=O)c2cc(C#Cc3ccccc3F)cnc2O[C@H]1CN(C)C(=O)c1ccc2c(c1)OCO2
  1	1	1	-3	-2.6	-23	6	-8[16.7 µM]
46: COc1ccc(CNCCC(c2ccc(OC(C)C)cc2)c2ccccc2OC)cc1OC (stereo not given)
  5	5	-5	-2	nt	-4	-27	-23
47: Cc1ccc(S(=O)(=O)/C(C#N)=C/c2c(N3CCN(Cc4ccccc4)CC3)nc3ccccn3c2=O)cc1
  -4	-31	-4	-1	nt	-9	-79	-5
48: Cc1ccc(S(=O)(=O)N2CCOCC2)cc1C(=O)N1CCN(S(=O)(=O)c2cccc(F)c2)CC1
  2	-7	8	3	-1.5	nt	7	nt
49: CCOC(=O)c1c(NC(=O)COC(=O)CCOc2ccc(C)cc2)sc(C(=O)N(C)C)c1C
  2	1	-4	11	nt	-4	-17	nt
50: Cc1noc(C)c1NC(=O)N(C)C[C@@H]1Oc2ccc(NC(=O)Cc3cn(C)c4ccccc34)cc2CC(=O)N([C@@H](C)CO)C[C@@H]1C
  2	7	-2	-10	0.8	2	-14	11[16.7 µM]
51: COc1ccc(NC(=O)COC(=O)C2CCN(S(=O)(=O)c3cccs3)CC2)cc1
  nt	nt	nt	nt	-0.2	-13	-5	-6
52: C=CCN(c1ccc(C(=O)Nc2ccc3c(c2)n(C)c(=O)n3C)cc1)S(C)(=O)=O
  1	-1	-3	-4	nt	7	-10	0
53: O=C(NCc1ccccc1F)[C@@H]1[C@@H](CO)[C@@H]2Cn3c(cccc3=O)[C@@H]2N1C(=O)CC1CC1
  1	-1	3	4	-0.6	-3	-19	-5[16.7 µM]
54: O=C(Cn1nc(-c2ccco2)ccc1=O)Nc1ccc(Cl)c(Cl)c1
  0	-2	-2	1	0.2	-4	-12	2
55: O=C(CS(=O)(=O)c1ccc(F)cc1)Nc1nccs1
  nt	nt	nt	2	-0.5	-5	-13	2
56: O=C(CCc1nc2ccccc2c(=O)[nH]1)OCCOc1ccc(Cl)cc1
  1	7	-2	0	nt	-1	-30	-4
57: O=C(C1CCCCC1)N1CC2(C1)[C@H](c1ccccc1)[C@@H](CO)N2Cc1nccs1
  nt	nt	nt	-1	0.1	4	-5	nt
58: C[C@H](CO)N1C[C@H](C)[C@@H](CN(C)C(=O)Nc2ccc(F)cc2)Oc2ccc(NC(=O)CCN3CCOCC3)cc2C1=O
  -1	-2	0	-10	0.0	1	12	1[16.7 µM]
59: S=c1[nH]nc(COc2ccccc2)n1/N=C/c1cccs1
  0	-5	-5	nt	-0.3	nt	nt	-2
60: O=S(=O)(NCC1OCCc2ccccc21)c1ccc(S(=O)(=O)N2CCOCC2)cc1 (stereo not given)
  -1	5	0	nt	nt	2	nt	8

Next part
Results follow in this order: Cneo AK release	RAD54 branch	PglD inh	ERAP1 inh	E-sel inducer	PGC1a acetyl inh	RAD52 inh	miR122 inh
61: O=C(C[C@H]1C=C[C@@H](NC(=O)c2ccccc2)[C@@H](CO)O1)Nc1ccc(-c2ccccc2)cc1
  -3	-3	1	2	0.0	-13	-13	nt
62: O=C(COC(=O)c1ccccc1)Nc1cccc(S(=O)(=O)N2CCOCC2)c1
  2	-5	6	-5	2.5	nt	-28	-9
63: COc1cccc(C2c3cc4c(cc3OC(NNC(N)=O)C2C)OCO4)c1O (stereo not given)
  nt	nt	nt	1	3.4	-1	-3	6
64: C[C@H]1CN([C@@H](C)CO)C(=O)c2cccc(NC(=O)Nc3ccc(C(F)(F)F)cc3)c2O[C@@H]1CN(C)Cc1ccc(-c2ccccc2)cc1
  -6	-3	0	0	0.8	-7	-5	2[16.7 µM]
65: Cc1cc(C)nc(NS(=O)(=O)c2ccc(NC(=O)CSc3nc4ccccc4[nH]3)cc2)n1
  2	0	-2	3	0.1	-4	-13	9
66: CCOc1ccccc1NC(=O)CCNS(=O)(=O)c1ccc2[nH]c(=O)oc2c1
  -2	-2	1	1	nt	-12	-7	-4
67: COc1ccc(-n2c(/C=C3\C(=O)N(C)c4ccccc43)nc3ccccc3c2=O)cc1
  nt	nt	nt	3	-0.4	-3	-7	nt
68: O=C(Nc1cccc(Oc2ccccc2)c1)C1Cc2c(-c3ccc4c(c3)OCO4)ccnc2O1 (stereo not given)
  -2	-5	4	2	-0.1	4	-16	-10
69: Cc1noc(C)c1NC(=O)N(C)C[C@H]1Oc2ccc(NC(=O)Nc3cccc4ccccc34)cc2C(=O)N([C@@H](C)CO)C[C@H]1C
  -3	-8	-5	0	-0.1	17	-12	-1[16.7 µM]
70: O=C(O)C1CCCCC1C(=O)Nc1ccc(Cl)cc1 (stereo not given)
  nt	nt	nt	1	nt	-8	2	1
